GASC-1 inh – inhibitors of human GASC-1 (JMJD2C) demethylase; Q9H3R0; GST-JMJD2C(1-420) H3K9me3 demethylation, DELFIA europium; inhibition, % at 2.35 µM; hit rate 0.069% among 330,000;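 active = more than half of a compound's replicate wells show inhibition beyond 50%, single wells judged on their own value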;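 also: signal counts dimethyl H3K9 product captured on neutravidin plate; 0% = median of DMSO wells and 100% = 0.3 times that DMSO median; strong numbers were not always called active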
GRK2 inh – inhibitors of human GRK2 displacing RNA aptamer; inhibition of aptamer binding, % at 10 µM; P25098; AID 488847; hit rate 0.59% among 330,000; bead flow cytometry, FAM-aptamer displacement from GRK2;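 active = inhibition of aptamer binding above 40%, roughly 3 SD of noise, on plates passing a quality check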;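 also: median bead fluorescence of bound FAM aptamer so fluorescent compounds give negative values; no value below 0 was filed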
Target sequence (P25098 whole entry, looked up): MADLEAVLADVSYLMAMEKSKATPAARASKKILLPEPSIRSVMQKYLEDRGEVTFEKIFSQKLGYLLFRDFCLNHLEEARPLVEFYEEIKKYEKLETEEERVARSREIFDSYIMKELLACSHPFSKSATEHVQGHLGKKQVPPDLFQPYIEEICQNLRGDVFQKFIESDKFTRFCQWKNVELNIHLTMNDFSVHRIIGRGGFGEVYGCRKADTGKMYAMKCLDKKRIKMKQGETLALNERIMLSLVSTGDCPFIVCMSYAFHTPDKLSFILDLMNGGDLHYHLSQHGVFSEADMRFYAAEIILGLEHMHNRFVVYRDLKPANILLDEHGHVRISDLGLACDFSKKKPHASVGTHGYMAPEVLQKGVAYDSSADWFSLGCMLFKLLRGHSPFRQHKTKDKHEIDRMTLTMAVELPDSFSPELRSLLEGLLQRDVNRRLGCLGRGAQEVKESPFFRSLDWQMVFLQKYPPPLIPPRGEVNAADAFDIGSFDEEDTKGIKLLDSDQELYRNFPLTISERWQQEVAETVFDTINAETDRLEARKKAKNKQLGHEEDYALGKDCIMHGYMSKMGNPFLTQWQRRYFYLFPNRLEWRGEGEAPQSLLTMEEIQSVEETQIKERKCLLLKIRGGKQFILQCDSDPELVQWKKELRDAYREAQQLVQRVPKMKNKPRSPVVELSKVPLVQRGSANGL
VLA-4 inh – inhibition in a human VLA-4 binding assay | P13612 | hit rate 0.2% among 330,000 | inhibition, % (about 7 µM as worked out from the volumes in the protocol) | VLA-4 expressing cells, ligand binding flow cytometry; in the data active = inhibition above about 50%
proCasp7 act – counter-screen: procaspase-7 (human) activation; hit rate 0.093% among 330,000; P55210; recombinant procaspase-7, Ac-DEVD-pNA absorbance 405 nm; D23A/D198A/D206A triple mutant, cannot self-cleave; scale: DMSO 0, 5 µM enzyme 100; activation, % at 8.5 µM;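 active = percent activation above the screen-wide mean plus 3 SD, cut at about 25% in these data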
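signal = Epi-absorbance of released pNA at 405 nm, two timepoints | assay system = Uncleavable procaspase-7 mutant enzyme | reagent = Ac-DEVD-pNA substrate, 400 µM as added | times = 1 h enzyme–compound preincubation and 2 h substrate reaction, both 25 °C | benchmarks = low DMSO alone, high DMSO plus 5 µM PC-7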
PP5 primary – inhibitors of human protein phosphatase 5 (PP5) | inhibition, % at 6.7 µM | purified PP5c, OMFP substrate fluorescence | hit rate 0.18% among 320,000;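 active = inhibition above the campaign's mean inhibition across all tested compounds plus 3 SD, cut at about 9.5% in these data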;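 also: 0% = DMSO only and 100% = 100 µM cantharidin control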
proCasp3 act – activates human procaspase-3; activation, % at 8.5 µM; recombinant procaspase-3 D3A, Ac-DEVD-pNA absorbance 405 nm; hit rate 0.11% among 330,000; P42574; AID 463141;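 active = activation above the mean of all tested compounds plus 3 SD, cut at about 21% in these data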;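 also: 0% = DMSO alone and 100% = DMSO wells spiked with extra 5 µM PC-3 D3A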
Target sequence (P42574 whole entry D9A/D28A/D175A): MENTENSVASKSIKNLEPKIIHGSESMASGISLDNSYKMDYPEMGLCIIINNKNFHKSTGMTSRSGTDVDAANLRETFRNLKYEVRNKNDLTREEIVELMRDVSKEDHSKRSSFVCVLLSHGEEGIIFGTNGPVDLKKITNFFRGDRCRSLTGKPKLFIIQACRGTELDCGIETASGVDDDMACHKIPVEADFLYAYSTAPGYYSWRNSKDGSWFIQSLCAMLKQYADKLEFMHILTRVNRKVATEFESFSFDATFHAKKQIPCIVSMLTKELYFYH
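Assay system: Autoprocessing-dead procaspase-3 D3A mutant enzyme; also added: Ac-DEVD-pNA; doses: one concentration, 8.5 µM nominal, 0.8% DMSO; times: 1 h compound preincubation, 2 h substrate hydrolysis at 25 °C; technique: 405 nm absorbance of p-nitroaniline, reads at 0 and 120 min; measure: % activation between DMSO and enzyme-spiked controls; repeats: single replicate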
core dimer inh – blocks dimerization of HCV core protein. TR-FRET GST/Flag-core106 dimerization, 1536-well. hit rate 0.33% among 300,000. inhibition, % at 5 µM. AID 1899;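 active = inhibition above the mean of all tested compounds plus 3 SD, set per screening campaign, cut at about 45% in these data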
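System – GST-tagged and Flag-tagged HCV core protein residues 1-106 · Repeats – one well for each compound · Technique – TR-FRET 671 and 617 nm emission · Doses – one concentration, 5 µM, in 0.5% DMSO · Times – 4 h, 22.5 °C incubation · Also added – Eu donor and XL665 acceptor anti-tag antibodies · Measure – percent inhibition of core106 dimerization signal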
PP1 counter – counter-screen for PP5 inhibitors: inhibitors of human PP1-alpha; hit rate 0.9% among 320,000; inhibition, % at 6.7 µM; purified PP1alpha, OMFP fluorescence;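 active = inhibition above the mean inhibition of all tested compounds plus 3 SD, computed separately for each screening campaign, cut at about 15% in these data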
Fh CTSL1 inh – cathepsin L1 inhibition, PFM18AAP counter-screen; recombinant F. hepatica cathepsin L1, Z-Leu-Arg-MCA fluorescence; inhibition, % at 5.96 µM; hit rate 0.49% among 300,000; AID 1906;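 active = inhibition above the mean of all tested compounds plus 3 SD, set per screening campaign, cut at about 17% in these data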;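 also: 0% = plate median of test compound wells and 100% = 1 µM Z-Phe-Ala-diazomethylketone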
* marks the source's active call; other numbers are inactive results; / = no result given.

| SMILES | GASC-1 inh | GRK2 inh | VLA-4 inh | proCasp7 act | PP5 primary | proCasp3 act | core dimer inh | PP1 counter | Fh CTSL1 inh |
| --- | --- | --- | --- | --- | --- | --- | --- | --- | --- |
| CCc1ccc(/C=N/NC(=O)c2ccccn2)cc1 | 10 | 3 | -1 | 5 | -4.5 | -3 | -1 | -1 | 2 |
| COCCCNC(=O)Cc1ccc(S(=O)(=O)N2CCOCC2)s1 | -4 | 0 | 8 | 6 | -1.4 | -2 | / | -1 | / |
| COc1cc(C(=O)OC(C)C(=O)Nc2ccc3c(c2)OCCO3)cc(OC)c1OC (stereo not given) | -5 | 3 | -1 | 4 | / | 2 | / | / | / |
| C/C(=C\C(=O)c1ccc(Cl)s1)N(C)C | -7 | 0 | 7 | 2 | -2.4 | 8 | 10 | -5 | 1 |
| Cc1ccc(S(=O)(=O)NCCNC(=O)c2ccc(C)nc2)cc1 | 5 | 0 | 2 | -8 | -0.2 | 4 | 9 | 0 | -2 |
| Cc1cccc(NC(=O)CSCC(=O)N2CCCc3ccccc32)c1 | 0 | 1 | -9 | -9 | -1.6 | 10 | 0 | -2 | -1 |
| O=C(Nc1ccc(N2CCOCC2)cc1)C1CC(=O)N(c2ccc(F)cc2)C1 (stereo not given) | 0 | 1 | 5 | 4 | 1.2 | -1 | 4 | -6 | -3 |
| CCSc1nnc(NC(=O)c2csc(C)c2)s1 | 101 | 0 | 3 | 8 | -0.2 | 0 | 8 | -1 | -2 |
| CCN(CC)c1ccc(S(=O)(=O)N2CCOCC2)cc1NC(=O)CN1CCc2ccccc2C1 | 2 | 3 | -3 | 15 | 4.4 | 5 | 19 | 10 | 5 |
| CCC1(C)Cc2[nH]c(=O)c(C#N)cc2CO1 (stereo not given) | 1 | 0 | 9 | 9 | 0.6 | 3 | 0 | -4 | 2 |
| COc1ccc(-c2nnc(SC)nc2-c2ccc(OC)c([N+](=O)[O-])c2)cc1[N+](=O)[O-] | 4 | 0 | -4 | 8 | 3.2 | -6 | 15 | 2 | -1 |
| CC(C)(C)[C@H]1C=C(C(=O)Nc2ccccc2)O[C@@H](OCc2ccc(CO)cc2)C1 | 4 | 2 | 34 | 2 | 5.0 | -1 | 1 | 4 | -1 |
| O=C(c1cccc(F)c1)N1CCN=C1SCc1cccnc1 | 8 | 1 | 27 | 7 | -2.1 | 0 | 6 | -2 | 5 |
| CCc1ccc(Nc2n[n+](-c3ccccc3)c(-c3cccc(Cl)c3Cl)s2)cc1 | -5 | 0 | -11 | -5 | 2.8 | -17 | -53 | 14 | -5 |
| Cc1ccc2cc(CCNS(=O)(=O)c3ccc(F)cc3)c(=O)[nH]c2c1 | 2 | 2 | 14 | 11 | 1.8 | 8 | -2 | 2 | 2 |
| CC(C)(C)OC(=O)C[C@@H]1C/C=C\C[C@H](CC(=O)NCCO)C(=O)N[C@@H](c2ccccc2)COC1=O | 29 | 0 | -4 | -2 | / | 9 | / | / | / |
| O=C(COC(=O)c1cccc(S(=O)(=O)N2CCc3ccccc3C2)c1)NCc1ccco1 | 9 | 1 | 3 | -3 | 3.6 | 7 | 51* | 3 | -4 |
| Cc1ccc(NC(=O)/C(=C\c2ccc3c(c2)OCO3)NC(=O)c2ccco2)cc1 | -1 | 0 | 0 | 4 | -0.7 | -4 | -2 | 2 | 3 |
| C=CCn1c(N)cc(=O)nc1SC(CC)C(=O)Nc1ccc(C(C)=O)cc1 (stereo not given) | -1 | 0 | 0 | -8 | 3.0 | -6 | -7 | -1 | 0 |
| CSc1ccccc1NC(=O)N1CCCC(C(=O)c2ccc3c(c2)OCO3)C1 (stereo not given) | 4 | 95* | 7 | 0 | -2.7 | 5 | 8 | -4 | 0 |
| CCc1ccc(C(=O)N2CCN(S(=O)(=O)c3sc(C(=O)O)c(C)c3C(=O)O)CC2)cc1 | 0 | 4 | -2 | 3 | -0.9 | 7 | / | -2 | / |
| CCOC(=O)c1sc(NC(=O)CC)c(C#N)c1C | -4 | 0 | 2 | -2 | 4.6 | -1 | 0 | -4 | 2 |
| CC1(NC(=O)CCS(=O)(=O)c2ccc(Cl)cc2)CCS(=O)(=O)C1 (stereo not given) | / | 1 | -13 | -1 | 0.6 | -3 | / | -3 | / |
| Cc1onc(-c2ccccc2)c1C(=O)N/N=C/c1c[nH]c2ccccc12 | -10 | 3 | 0 | 7 | 6.2 | 1 | 1 | 1 | 7 |
| CCOC(=O)CSc1ccc(-c2nc3ccccc3[nH]2)cn1 | 3 | 0 | 10 | -12 | -0.7 | 10 | 4 | -1 | 2 |
| Cc1ccc(O)c(NC(=O)c2noc(C(C)C)c2[N+](=O)[O-])c1 | -7 | 3 | -19 | 12 | -1.2 | 0 | -3 | 0 | 7 |
| CCN(CC)C(=O)N1CCC(NC(=O)c2ccc(C(C)(C)C)cc2)CC1 | -1 | 0 | 8 | 13 | -3.7 | 2 | 3 | -9 | 5 |
| CCc1ccc(Nc2nc(N3CCOCC3)nc(N3CCOCC3)n2)cc1 | -1 | 2 | 38 | -4 | -0.2 | 4 | -2 | -2 | 0 |
| O=c1c2cnn(-c3ccccc3)c2ncn1Cc1ccccn1 | -1 | 8 | 15 | 3 | 5.7 | 4 | 13 | -8 | -5 |
| O=C(CSc1nnc2ccccn12)NNC(=O)c1ccc(Cl)cc1 | -6 | 0 | -12 | 4 | -1.9 | -5 | 0 | -6 | -5 |
| O=C(c1cccc([N+](=O)[O-])c1)N1CCN(c2n[nH]c(=O)[nH]c2=O)CC1 | 28 | 2 | 1 | 14 | 1.4 | -2 | -3 | 0 | -5 |
| CC1CCCC(C)N1C(=O)COC(=O)COc1ccc(C#N)cc1 (stereo not given) | 1 | 0 | -2 | 12 | / | 3 | / | / | / |
| O=C(NCC1CCCC(CNC(=O)Nc2ccc(Cl)cn2)C1)Nc1ccc(Cl)cn1 (stereo not given) | -1 | 0 | 2 | 1 | 5.6 | 7 | 20 | 19* | -2 |
| O=C(Nc1ccc(Cl)cc1)NC1(C(=O)NCCCN2CCOCC2)CCCCC1 | 8 | 0 | 3 | -2 | -0.8 | -1 | -10 | -5 | 0 |
| CCCOc1ccc(C(F)(F)F)cc1NC(=O)CCc1c(C)noc1C | -9 | 0 | 0 | 6 | 0.5 | 3 | / | -2 | / |
| COc1ccccc1C(=O)Nc1nc(-c2ccc3c(c2)OCCO3)cs1 | 7 | 0 | -4 | 10 | 3.2 | 1 | 2 | -2 | -1 |
| Cc1cc2c(cc(C(=O)N3CCC(C(=O)NC4CCCC4)CC3)n2Cc2c(F)cccc2Cl)o1 | -2 | 3 | 0 | 4 | 2.0 | 9 | 6 | 2 | -1 |
| O=C(CCCCn1c(=O)c2ccccc2n(Cc2ccccc2F)c1=O)NC1CCN(Cc2ccccc2)CC1 | -4 | 0 | 14 | 5 | 0.2 | 3 | 0 | 2 | 3 |
| CC(C)NC(=O)Cn1cc(C#N)c2cc(Br)ccc21 | -8 | 0 | 9 | 1 | 0.8 | 11 | 4 | -5 | 0 |
| Cc1nc(CC(=O)Nc2nccs2)cs1 | 6 | 1 | 2 | -6 | 0.9 | 7 | -10 | -1 | -3 |
| O=C(CN1CCCCCC1)Nc1ccc(Br)cn1 | -4 | 1 | 0 | 9 | -0.8 | -2 | 15 | 1 | -1 |
| Cc1ccccc1-c1ocnc1C(=O)Nc1ccccc1NC(=O)c1ccccn1 | -10 | 0 | -4 | 6 | 1.7 | 1 | -1 | 1 | 3 |
| CC(=O)Nc1ccc(S(=O)(=O)N(C)c2ccc(OCC(=O)OCC(=O)Nc3ccc(OC(F)F)cc3)cc2)cc1 | 1 | 3 | 1 | -3 | 4.2 | -2 | -3 | 3 | 2 |
| Fc1ccc(-c2ccc(/C=N\n3cnnc3)o2)cc1Cl | 1 | 0 | -8 | -2 | 3.6 | 3 | -8 | 0 | 5 |
| O=c1c(Cl)c(Nc2cccc(Cl)c2)cnn1-c1nc2ccccc2s1 | -7 | 5 | -17 | 6 | 3.5 | 0 | 4 | 1 | -1 |
| COc1ccccc1OCC(=O)NCC1CCCN(C(=O)c2ccccc2SC)C1 (stereo not given) | 7 | 2 | 20 | 0 | -0.4 | -1 | 4 | -3 | -6 |
| N#Cc1ccccc1Cn1c(=O)n(Cc2ccc(C(=O)NCc3ccco3)cc2)c(=O)c2ccccc21 | 2 | 0 | 19 | 15 | 2.1 | 6 | 39 | 2 | 5 |
| COc1ccc(-n2nnc3c(=O)n(CC(=O)N4CCC(C)CC4)cnc32)cc1 | -29 | 0 | 13 | 9 | 0.9 | 3 | 16 | 0 | 2 |
| CCC(NS(=O)(=O)c1ccc(C)cc1)C(=O)O (stereo not given) | -9 | 0 | 1 | 4 | 2.9 | -2 | 0 | -1 | -2 |
| C=CCSC1=C(C#N)C(c2ccccc2C)CC(=O)N1 (stereo not given) | -5 | 2 | -13 | -15 | -2.8 | -14 | -1 | 2 | 2 |
| COc1ccccc1NS(=O)(=O)c1cccc(C(=O)NCC(c2ccccc2OC)N2CCCC2)c1 (stereo not given) | 12 | 0 | -6 | -6 | -0.2 | 0 | 3 | -13 | 3 |
| FC(F)(F)c1ccc(-n2ccnc2)nc1 | -28 | 1 | 1 | -1 | 1.3 | 4 | -4 | 2 | -3 |
| CCOC(=O)c1c(S(=O)(=O)N2CCCCC2C)c(C)n(C)c1C (stereo not given) | -1 | 1 | 3 | 12 | -1.9 | 6 | 6 | -5 | 4 |
| CC1CN(C(=O)C2(C)CC2(Br)Br)CC(C)O1 (stereo not given) | 18 | 0 | 0 | 3 | -2.8 | 8 | 1 | -4 | -1 |
| O=C(CS(=O)(=O)Cc1ccccc1)Nc1ccc(Br)cc1F | -4 | 2 | -9 | 1 | 0.4 | 7 | 2 | -2 | -1 |
| Cc1cc2cc(C#N)c(N3CCN(S(C)(=O)=O)CC3)nc2cc1C | 2 | 2 | -6 | -6 | 1.5 | -3 | -1 | -3 | 1 |
| Cc1ccc(NC(=S)Nc2ccc3[nH]c(=O)[nH]c3c2)cc1 | -2 | 0 | -3 | -21 | 3.3 | -10 | -6 | 0 | -4 |
| CNc1ncc(C(=O)C(C)(C)C)s1 | 0 | 1 | 7 | 2 | -0.6 | 11 | 3 | -4 | 5 |
| O=C(O)CN=C1NC2(CCCCC2)Cc2ccccc21 | -7 | 0 | -5 | 2 | 1.5 | 2 | 2 | -8 | 4 |
| O=c1[nH]cnc2c1c(-c1ccccc1)cn2-c1ccccc1 | 62* | 2 | -7 | 1 | 2.4 | -12 | 3 | -1 | 1 |
| CSc1nc2c(c(=O)[nH]1)C(c1ccccc1)C1=C(CC(C)(C)CC1=O)N2 (stereo not given) | -16 | 0 | 21 | 8 | 2.1 | -10 | -1 | -2 | 1 |

Screens as filed in PubChem.

Hits appear at their usual frequency; 2.6% or so of the library scored in one or more.
